# TAAR1 agonist = human TAAR1 agonism. Q96RJ0. CHO RD-HGA16 TAAR1, Fluo-8 calcium fluorescence; vehicle wells 0%, saturating PEA agonist 100%. activation, % at 3 µM. 360,000 tested, 0.99% active. AID 624467;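 active = activation above the mean activation of all test compounds in the run plus 3 SD, cut at about 38% in these data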
# Target sequence (Q96RJ0 whole entry, looked up): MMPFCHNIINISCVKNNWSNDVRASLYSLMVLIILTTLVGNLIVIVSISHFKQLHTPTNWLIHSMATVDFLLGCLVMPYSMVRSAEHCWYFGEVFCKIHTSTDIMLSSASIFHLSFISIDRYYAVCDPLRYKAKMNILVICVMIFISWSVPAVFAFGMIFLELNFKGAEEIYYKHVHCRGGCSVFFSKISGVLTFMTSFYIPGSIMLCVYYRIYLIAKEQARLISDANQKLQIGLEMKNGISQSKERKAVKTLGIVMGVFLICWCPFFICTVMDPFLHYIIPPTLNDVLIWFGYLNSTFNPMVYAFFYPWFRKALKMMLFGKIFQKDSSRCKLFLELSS
#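 Signal – calcium-sensitive Fluo-8 signal, excitation 470-495, emission 515-575 nm · System – RD-HGA16 (CHO) cells co-expressing Gα16 and hTAAR1 · Incubation – 17-24 h seeding, 75 min 37 °C dye, 30 min RT · Compound dosing – 3 µM single concentration · Repeats – no replicates (n 1)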
# M1 ag parental = nonselective activator or artifact in parental CHO-K1 cells | AID 602248 | 360,000 tested, 0.48% active | activation, % at 3 µM | Fluo-8 calcium fluorescence; scaled to maximal ATP response, vehicle zero; in the data active = activation above about 15%;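 note: untransfected CHO-K1 host cells lacking M1 receptor as counterscreen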
# TAAR1 antagonist = antagonists of human TAAR1. CHO RD-HGA16 TAAR1, Fluo-8 calcium fluorescence, antagonist. inhibition, % at 3 µM. 360,000 tested, 1.5% active. AID 624466;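 active = inhibition above a per-plate cutoff, the mean inhibition of test compounds on that plate plus 3 SD, cut at about 49% in these data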;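 note: 0% = DMSO plus EC80 beta-PEA response and 100% = DMSO alone without agonist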
#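 System: RD-HGA16 CHO cells with stable hTAAR1 and Gα16 | Probe or stimulus: EC80 β-phenethylamine stimulus | Dosing: 3 µM, single point | Times: Dye loading 75 min at 37 °C, then 30 min room temperature | Measured by: Fluo-8 calcium-sensitive fluorescence | Read-out basis: % inhibition of agonist calcium response | Replicates: n of 1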
# M1 PAM parental = counter-screen for M1 PAMs: effect in parental CHO-K1 cells | ATP EC20, Fluo-8 calcium fluorescence; 0% at ATP EC20, 100% at ATP max | AID 602247 | 360,000 tested, 0.02% active | activation, % at 3 µM;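 active = activation above the run cutoff, the mean activation of all test compounds plus 3 SD, cut at about 40% in these data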;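 note: peak over basal fluorescence ratio in a 140 s read after ATP addition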
# V1aR counter = activates human V1a receptor in oxytocin agonist counter-screen | CHO-V1R cells, Fluo-8 calcium fluorescence, agonist mode; 0% DMSO, 100% 3 nM vasopressin | activation, % at 3 µM | 320,000 tested, 0.25% active | AID 2797;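 active = activation above the mean activation of all tested compounds plus 3 SD, per screening run, cut at about 20% in these data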;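 note: signal is peak over basal fluorescence ratio across a 100 second FLIPR read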
# OXTR potentiate = potentiates the human oxytocin receptor response; 320,000 tested, 0.061% active; activation, % at 3 µM; CHO-OTR cells, Fluo-8 calcium fluorescence, potentiator mode; 0% = oxytocin EC15, 100% = EC100; P30559;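 active = activation above that plate's cutoff, the mean activation of tested compounds plus 3 SD, cut at about 6.6% in these data, passing the limit was not always enough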;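 note: 100% uses oxytocin at 75 nM as the full agonist control; some results filed as inactive read as strong as hits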
#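 Replication – single well per compound, singlicate · Assay system – CHO cell line stably expressing human OTR · Timing – 6 min pre-incubation, 100 s read · Measure – normalized max/min fluorescence ratio, % activation · Doses – 3.0 µM, one dose · Detection – Fluo-8 calcium dye fluorescence · Probe or stimulus – oxytocin near EC15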
# CHO-K1 Ca antag = counter-screen for M1 antagonists: effect in parental CHO-K1 cells; ATP-induced calcium, Fluo-8 fluorescence; inhibition, % at 3 µM; 360,000 tested, 0.6% active; AID 602250;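 active = inhibition above a per-plate cutoff, the plate's mean sample inhibition plus 3 SD, cut at about 24% in these data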;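 note: 0% = DMSO plus EC80 ATP and 100% = DMSO alone without ATP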
# CHRM1 agonist = human M1 muscarinic receptor agonism; CHO-K1 hM1, Fluo-8 calcium fluorescence, agonist mode; 0% DMSO, 100% acetylcholine EC100; activation, % at 3 µM; 360,000 tested, 0.33% active; AID 588814;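 active = activation above the run's mean compound activation plus 3 SD, cut at about 16% in these data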;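 note: peak over basal fluorescence ratio within a 140 s kinetic read after compound addition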
# Target sequence (P11229 whole entry, looked up): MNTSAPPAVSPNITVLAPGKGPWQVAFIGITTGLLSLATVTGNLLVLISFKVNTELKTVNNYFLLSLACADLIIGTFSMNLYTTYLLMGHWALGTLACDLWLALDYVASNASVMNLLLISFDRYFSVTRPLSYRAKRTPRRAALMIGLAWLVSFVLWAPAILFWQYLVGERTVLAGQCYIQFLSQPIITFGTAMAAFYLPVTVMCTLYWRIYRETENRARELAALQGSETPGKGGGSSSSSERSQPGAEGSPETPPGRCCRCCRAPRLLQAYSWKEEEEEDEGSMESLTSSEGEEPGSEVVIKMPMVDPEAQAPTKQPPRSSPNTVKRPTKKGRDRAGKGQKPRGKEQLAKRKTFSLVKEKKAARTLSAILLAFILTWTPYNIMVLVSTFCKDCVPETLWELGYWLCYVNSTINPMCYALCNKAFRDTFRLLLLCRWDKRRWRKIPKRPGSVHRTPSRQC
# CHO parental Ca = counter-screen: ATP calcium response change in parental CHO cells. inhibition, % at 5.6 µM. 330,000 tested, 0.63% active. parental CHO-K1, ATP-induced calcium, Fluo-8 fluorescence;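 active = inhibition above that plate's mean sample inhibition plus 3 SD, cut at about 26% in these data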;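 note: 0% = ATP-challenged DMSO wells and 100% = DMSO wells without ATP; some compounds past the cut are filed as inactive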
#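 Assay system – parental CHO cells · Reagent – ATP stimulus · Detection – intracellular calcium via Fluo-8 no-wash fluorescent dye · Evaluation – percent inhibition of ATP-evoked calcium rise, normalized to controls · Controls – ATP wells versus no-ATP DMSO wells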
# Numbers without * were called inactive; / = not tested or not shown.
# Sample of the layout:
SMILES,TAAR1 agonist,M1 ag parental,TAAR1 antagonist,M1 PAM parental,V1aR counter,OXTR potentiate,CHO-K1 Ca antag,CHRM1 agonist,CHO parental Ca
CCOC(=O)C1(CCCc2ccccc2)CCN(C2CCSCC2)CC1,1,0.6,-10,-15,/,/,16,-13,/
Cc1ccc2c(c1)C(c1ccccc1)C(=O)O2 (stereo unspecified),-2,-0.1,-12,-6,1.1,-7,3,-3,-2
CN1C2C=C3C(C#N)=C(N)C(C#N)(C#N)[C@@H](c4cccs4)C3C1CC2 (stereo partly specified),12,0.5,11,10,0.6,-6,-5,-3,-16

# Results, from the start:
SMILES,TAAR1 agonist,M1 ag parental,TAAR1 antagonist,M1 PAM parental,V1aR counter,OXTR potentiate,CHO-K1 Ca antag,CHRM1 agonist,CHO parental Ca
CCOC(=O)C1(CCCc2ccccc2)CCN(C2CCSCC2)CC1,1,0.6,-10,-15,/,/,16,-13,/
Cc1ccc2c(c1)C(c1ccccc1)C(=O)O2 (stereo unspecified),-2,-0.1,-12,-6,1.1,-7,3,-3,-2
CN1C2C=C3C(C#N)=C(N)C(C#N)(C#N)[C@@H](c4cccs4)C3C1CC2 (stereo partly specified),12,0.5,11,10,0.6,-6,-5,-3,-16
C=CCOc1ccc(/C=C\c2nc(O)c([N+](=O)[O-])c(=O)[nH]2)cc1OCC,0,1.1,8,1,0.1,-15,-9,-4,-8
Cc1ccc(OC(C)C(=O)Nc2ccc(C)c(S(=O)(=O)Nc3ccc(C)cc3C)c2)cc1 (stereo unspecified),6,0.6,24,19,4.8,-8,-11,-2,-19
O=[N+]([O-])c1ccc2c(c1)C(N1CCOCC1)/C(=C/COc1ccc(Cl)cc1Cl)O2 (stereo unspecified),0,-0.1,-20,-2,-1.3,-8,-1,-1,-12
COCCNC(=O)C(c1ccc(C)o1)N(C(=O)c1snc(C(N)=O)c1N)c1cccc(C)c1 (stereo unspecified),10,1.2,-9,-7,-0.4,-4,-7,-1,-22
COc1ccc(CNC(=O)c2cc(=O)c3ccccc3o2)cc1,10,4.3,-15,2,6.5,-3,-5,3,5
CCOC(=O)c1c(S(=O)(=O)N2CCCCCC2)c(C)n(C)c1C,2,0.2,-25,19,-0.6,-10,-20,-1,-3
NC(=O)CSCc1nc2ccccc2s1,10,0.4,-2,15,0.1,-3,-11,-3,-1
Cn1c(C(=O)NCc2ccc3c(c2)OCO3)cc2sccc21,15,1.7,8,7,1.8,-4,0,-4,-11
CC1(NC(=S)NCCCCCCNC(=S)NC2(C)CCS(=O)(=O)C2)CCS(=O)(=O)C1 (stereo unspecified),7,0.2,-31,11,0.2,2,-7,-3,-11
Cc1cc2nc(CS(=O)(=O)c3ccccc3)cc(=O)n2[nH]1,5,1.1,-4,-3,0.6,-5,9,-7,5
Cc1ccc(CNC(=O)Cn2c(=O)n(-c3ccccc3)c(=O)c3sccc32)cc1,1,-1.2,-64,-4,0.4,2,-2,0,8
COc1ccccc1NC1=CC(=O)CC(c2ccccc2)C1 (stereo unspecified),2,0.5,10,3,-0.2,-2,1,0,-23
C=CCn1c(SCC(=O)Nc2ccc(-c3nc4ccc(C)cc4s3)cc2)nnc1-c1ccccc1,1,0.3,-21,13,-0.2,-7,-2,-4,-8
COc1ccc2[nH]c(C(=O)NCCCn3ccnc3)cc2c1,/,-0.1,/,5,0.3,0,-9,-6,0
CC1CCN(S(=O)(=O)c2ccc(C(=O)N3CCN(c4ccccc4F)CC3)cc2)CC1,12,-0.5,2,11,-0.3,-6,-15,-5,-14
CCc1ccc(C(=O)CN2C(=O)NC3(CCc4ccccc43)C2=O)cc1 (stereo unspecified),17,0.4,15,15,0.5,-1,-10,-3,-24
Cc1ccc(NC(=O)COC(=O)c2cccnc2)cc1,3,1.0,-9,12,0.1,-7,-12,-3,4
O=c1cc(CSc2ccc(Cl)cc2)nc(N2CCOCC2)[nH]1,8,1.5,-7,33,1.3,-3,-21,-4,2
CCN(Cc1ccccc1)C(=O)Cc1c[nH]c2ccccc12,0,1.3,-1,9,2.2,0,-4,-6,8
O=C(CNC(=O)C12CC3CC(CC(C3)C1)C2)NCc1ccccc1,2,-0.1,-16,-2,0.6,3,-7,1,-8
CCn1c(CC(=O)Nc2ccccc2)nnc1SCC(=O)NC1CCCC1,-3,0.8,-19,25,-0.1,2,-16,-7,-13
O=C(NC(Cc1ccccc1)C(=O)O)/C(=C/c1ccc([N+](=O)[O-])cc1)NC(=O)c1ccc(Br)o1 (stereo unspecified),2,1.3,-4,7,1.5,-7,-2,-1,-11
CC(O)CNCCNCc1c(OCc2ccccc2)ccc2ccccc12 (stereo unspecified),6,3.6,-11,1,7.4,-1,-19,-3,-15
COc1ccc(S(=O)(=O)NCC(c2cccnc2)N2CCN(Cc3ccccc3)CC2)cc1 (stereo unspecified),0,-0.2,1,-5,-0.7,-8,-5,-7,-18
COc1ccc(Cn2cc(Cn3c4ccccc4c(=O)n3C(C)C)nn2)cc1,0,0.1,-21,12,/,/,-14,-4,/
COc1ccc(C(=O)NC(=S)Nc2ccc(CN3CCCCC3)cc2)cc1Cl,1,2.8,-20,17,1.4,0,-10,-7,-10
COCCn1c(SCC(=O)NCc2ccc3c(c2)OCO3)nnc1-c1c[nH]c2ccccc12,1,2.2,-30,7,-1.1,-3,12,-2,-7
COc1ccc(S(=O)(=O)N2CCN(C(=O)/C=C/c3ccco3)CC2)cc1,-1,2.4,3,0,/,/,-4,-1,/
C=CCc1c(C)nc2cc(-c3ccc(C)cc3)[nH]n2c1=O,2,-0.7,-5,-22,-0.7,-2,10,-3,-5
CCOC(=O)CN1C(=O)CC(c2ccccc2)C1=O (stereo unspecified),1,0.4,-16,1,0.8,-3,-8,-1,-3
CCN(C(=S)Nc1ccc(C(C)=O)cc1)C1CCCCC1,-1,0.2,-4,7,0.1,-3,-3,-5,-3
CCCCC(=O)N/N=C(/C)C1=C(C)C(C)(C)OC1=O,2,0.1,-14,17,0.3,-4,-14,-10,-6
COc1cccc(CNC(=O)c2cc(S(=O)(=O)N3CCCCC3)c[nH]2)c1,1,1.6,10,23,-0.1,-7,-1,0,-4
CS(=O)(=O)N(Cc1ccccc1)c1ccc(C(=O)NCc2ccccc2)cc1,8,2.0,12,-7,3.6,-10,0,-1,-16
COc1ccc(NC(=O)CN2CCCCC2)cc1,0,0.7,14,16,-0.6,-12,-7,-3,-12
COc1cc(CNC(C)c2ccccc2)c(Br)cc1OCC(N)=O (stereo unspecified),4,-0.1,5,9,1.0,-4,-6,-7,-3
O=C(c1ccccc1)N1CCN(c2ccc([N+](=O)[O-])cc2-n2cccc2)CC1,24,3.9,-16,12,-0.2,-17,-3,0,-11
O=c1c2cc(F)ccc2sn1-c1ccccc1,60*,19*,57*,10,14,-9,-9,10,72*
Cn1c(N)c(C(=O)COC(=O)C2(c3ccc(F)cc3)CCCC2)c(=O)n(C)c1=O,25,1.6,65*,10,4.4,-7,1,-1,-4
CCCNC(=O)COC(=O)/C=C/c1ccco1,2,0.0,6,12,1.4,-3,-4,-4,-9
COc1ccc([C@H]2CC(=O)C[C@@H](CCn3cc(-c4ccccc4)nn3)O2)cc1,1,1.2,0,7,/,/,-18,/,/
CCCn1nnnc1NC(=O)c1cc(Cl)ccc1Cl,-1,-0.1,4,10,-0.4,-2,-19,-4,0
O=C1CCc2cc(NS(=O)(=O)c3ccccc3)cc3c2N1CC3,1,1.8,-24,2,1.1,-7,3,-3,-8
COc1cccc2nc3c(C(=O)NCCN(C)C)cccc3cc12,0,-0.1,-8,-7,/,/,-16,-6,/
COc1ccc(N2CC(NC(=O)N3CCN(C(=O)c4ccco4)CC3)CC2=O)cc1OC (stereo unspecified),5,1.6,-13,1,-0.2,0,-6,-6,-3
COc1cccc(C(=O)OCC(=O)c2c[nH]c3ccccc23)c1OC,14,5.7,48,2,4.9,-10,-10,3,-19
N#C/C(=C\c1ccc(-c2cccc(Cl)c2)o1)C(=O)Nc1cccc2cccnc12,14,0.3,1,12,-0.4,-7,-11,-1,5
CC(Cc1ccccc1)NC(=O)c1ccc([N+](=O)[O-])cc1 (stereo unspecified),-2,0.4,13,13,0.1,1,-6,-14,3
CN(C)C(=O)N1CCC(C(=O)NCc2ccccc2Cl)CC1,24,0.4,-3,6,-0.2,-2,-12,-4,-1
COC(=O)c1ccc(NS(=O)(=O)c2ccc(S(=O)(=O)N3CCOCC3)cc2)cc1,1,0.2,-13,3,2.1,-10,0,0,-5
CSc1ncc(CO)n1Cc1ccccc1,4,0.4,-29,-10,2.0,-2,-9,-3,-10
O=C(CCN1C(=O)c2ccccc2S1(=O)=O)NCc1ccccc1,2,1.5,-35,-1,0.9,2,-2,-3,-2
CCOC(=O)c1ccc2c(c1)C1C=CCC1C(C(=O)OCC)N2 (stereo unspecified),-1,0.1,-17,8,-0.4,5,-3,-3,4
COc1cc(NC(=O)c2ccco2)ccc1NC(=O)c1ccccc1Cl,0,2.6,7,28,0.1,-10,-16,-3,-17
C=CCNC(=S)NNC(=O)Cn1c(-c2ccccc2)cc(=O)n2ncnc12,1,0.0,2,-6,-0.6,-7,15,-2,-6
COCCC(=O)N1CCC(Oc2ccc(C(=O)NCc3ccon3)cc2)CC1,1,0.2,-7,5,-0.9,1,-12,-2,-2
Cc1ccc(-c2cc(C(=O)NCCCN3CCOCC3)c3ccc(Cl)c(C)c3n2)cc1,12,2.5,-6,-7,-1.1,-9,-2,-1,-12

# Next section.
SMILES,TAAR1 agonist,M1 ag parental,TAAR1 antagonist,M1 PAM parental,V1aR counter,OXTR potentiate,CHO-K1 Ca antag,CHRM1 agonist,CHO parental Ca
COc1ccc(NC(=O)C2CCN(c3nnnn3-c3ccccc3)CC2)cc1,7,1.1,-4,-10,0.2,-11,-2,-1,-29
COc1ccc(OC)c(C(=O)CSc2nnc(-c3cccnc3)n2C)c1,-1,0.1,-17,9,-0.4,-16,0,-4,-15
CC(C)NC(=O)c1ccc(-n2c(=S)[nH]c3ccccc3c2=O)cc1,0,/,3,/,0.6,-15,/,/,-10
CCCCCNC(=O)c1cc(S(=O)(=O)N2CCCC2)ccc1F,-1,0.6,-12,-9,-1.1,2,3,-8,3
CCC(C)(C)n1nnnc1C(c1ccc(O)c(OC)c1)N1CCc2ccccc2C1 (stereo unspecified),104*,-0.2,92*,2,-0.1,-3,-30,-7,-8

# Compound activity deposited in PubChem by The Scripps Research Institute Molecular Screening Center.

# Outcome played no part in choosing rows; about 3.3% have a hit in one of these screens.
